ADAM17 inh: inhibitors of human ADAM17; actives 0.83% (n = 370,000); recombinant ADAM17, EDANS/DABCYL FRET peptide cleavage; inhibition, % at 6.95 µM;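 active = inhibition above the mean of compounds lying between control limits plus 3 SD, set per campaign, cut at about 8.5% in these data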;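 also: 0% = DMSO-only wells as the low control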
Target sequence (P78536 215-824 limits assumed): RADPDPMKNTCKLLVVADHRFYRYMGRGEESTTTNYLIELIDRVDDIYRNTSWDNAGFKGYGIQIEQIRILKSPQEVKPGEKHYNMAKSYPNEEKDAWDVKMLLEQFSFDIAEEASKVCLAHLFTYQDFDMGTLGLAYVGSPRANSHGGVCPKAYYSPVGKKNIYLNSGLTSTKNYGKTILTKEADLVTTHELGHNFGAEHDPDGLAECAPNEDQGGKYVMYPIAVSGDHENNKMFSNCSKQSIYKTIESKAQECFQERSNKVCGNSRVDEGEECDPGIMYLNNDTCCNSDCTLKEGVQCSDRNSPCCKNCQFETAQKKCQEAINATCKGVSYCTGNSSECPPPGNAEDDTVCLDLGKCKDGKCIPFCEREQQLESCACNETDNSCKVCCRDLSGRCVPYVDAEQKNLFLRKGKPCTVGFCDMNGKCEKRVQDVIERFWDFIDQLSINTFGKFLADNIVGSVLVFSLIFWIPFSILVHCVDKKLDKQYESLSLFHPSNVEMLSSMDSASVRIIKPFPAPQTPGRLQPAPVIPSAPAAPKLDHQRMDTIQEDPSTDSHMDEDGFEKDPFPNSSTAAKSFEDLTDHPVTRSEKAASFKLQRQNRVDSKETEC
SIAE inh: human SIAE inhibition, primary screen; Q9HAT2; SIAE FP-Rh probe binding, fluorescence polarization; inhibition, % at 9.66 µM; actives 0.69% (n = 370,000); AID 1053197;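 active = inhibition above a cutoff: mean of compounds within the control limits plus 3 SD of those, cut at about 17% in these data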;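 also: 0% = plate median of compound wells and 100% = probe without SIAE protein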
Target sequence (Q9HAT2 whole entry, looked up): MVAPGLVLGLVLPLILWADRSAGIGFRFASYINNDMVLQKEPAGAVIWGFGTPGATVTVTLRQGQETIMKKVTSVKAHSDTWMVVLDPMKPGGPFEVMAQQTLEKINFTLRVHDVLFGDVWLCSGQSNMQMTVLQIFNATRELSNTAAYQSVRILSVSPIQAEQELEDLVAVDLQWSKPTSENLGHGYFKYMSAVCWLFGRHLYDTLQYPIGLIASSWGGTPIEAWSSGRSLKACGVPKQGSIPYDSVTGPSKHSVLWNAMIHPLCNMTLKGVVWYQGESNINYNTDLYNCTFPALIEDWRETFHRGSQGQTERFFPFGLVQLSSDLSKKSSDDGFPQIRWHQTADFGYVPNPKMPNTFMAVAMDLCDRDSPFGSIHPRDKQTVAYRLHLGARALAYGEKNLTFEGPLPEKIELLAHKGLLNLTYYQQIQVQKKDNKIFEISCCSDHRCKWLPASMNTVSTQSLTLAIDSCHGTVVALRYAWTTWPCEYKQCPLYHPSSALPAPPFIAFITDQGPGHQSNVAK
ADAM10 inh: inhibitors of human ADAM10; inhibition, % at 7 µM; AID 720582; actives 0.62% (n = 370,000); O14672; recombinant ADAM10, EDANS/DABCYL FRET peptide cleavage, 3 h;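 active = inhibition above a per-campaign cutoff equal to the mean of compounds falling between control-based bounds plus 3 SD, cut at about 20% in these data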;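 also: 0% = DMSO wells while the 100% control is not disclosed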
PLCg1 inh: inhibitors of human phospholipase C gamma1; purified PLC-gamma1, fluorogenic substrate, fluorescence; actives 0.84% (n = 370,000); inhibition, % at 12.2 µM; in the data active = inhibition above about 9.5%
ARFGAP1 inhibitor: inhibits rat ARF GTPase activating protein 1; inhibition, % at 16.5 µM; actives 0.26% (n = 360,000); Q62848; Arfgap1-stimulated ARF1 GTP hydrolysis, GDP FP detection; AID 651572;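 active = inhibition above a per-plate limit, mean inhibition of low control wells plus 3 SD, cut at about 25% in these data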;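 also: 0% = DMSO wells with enzyme and 100% = wells lacking Arfgap1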
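Material: rat Arfgap1 catalytic domain, aa 1-136; also added: human ARF1(Δ1-17)-GTP substrate; compound dosing: one concentration, 16.5 µM, DMSO 1.26%; incubation: GTP hydrolysis reaction 2 h at 25 °C; measured by: Tracer-displacement fluorescence polarization with EDTA stop, 620/688 nm; evaluation: % inhibition from polarization; repeats: one replicate per compound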
DDE Tn6 FP inh: inhibitors of Tn6 peptide binding to human fibrin DD(E) | P02675 | Fibrin DD(E) TRITC-Tn6 fluorescence polarization displacement | inhibition, % at 8.3 µM | actives 0.21% (n = 370,000);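 active = inhibition above a per-campaign cutoff: mean of compounds within control limits plus 3 SD, cut at about 15% in these data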;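 also: 0% = median of all compound wells on the plate and 100% = blocking peptide control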
TDP2 inh: TDP2 (human) inhibition, absorbance primary screen. inhibition, % at 12.8 µM. actives 0.34% (n = 370,000). O95551. recombinant TDP2, T5PNP hydrolysis, p-nitrophenol absorbance 415 nm;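 active = inhibition above the mean of all tested compounds plus 3 SD, set per campaign, cut at about 25% in these data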;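 also: 0% = DMSO with enzyme and 100% = buffer with substrate but no TDP2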
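test system = human TDP2 enzyme | input = TDP2 enzyme at 120 nM final | medium = 50 mM Tris-HCl pH 7.5 with Mg2+, KCl, DTT, BSA | also added = T5PNP substrate, 5 mM | times = 2 h at 37 °C | technique = epi absorbance | benchmarks = high control without enzyme, low control DMSO plus TDP2 | replication = each compound tested once, singlicate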
DDE Tn7 FP inh: disrupts Tn7 cyclic peptide binding to fibrin D-Dimer-E complex | inhibition, % at 8.3 µM | P02675 | actives 0.13% (n = 370,000) | FP displacement of FITC-Tn7 peptide from fibrin DD(E); 0% = median of compound wells per plate;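 active = inhibition above the mean of compounds falling within the control limits plus 3 SD of them, cut at about 14% in these data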;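 also: 0% = plate median of compound wells and 100% = 10 µM Aha-Tn7 peptide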
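Measure: % inhibition scaled between sample-field median and high-control FP; Test system: human fibrin DD(E); Quantity: 2 µM final DD(E) protein; Doses: one dose, 8.3 µM nominal; Schedule: compound with protein 10 min, then 3 h after probe, room temperature; Detection: fluorescence polarization; Medium: Tris buffer with calcium and detergent, pH 7.8.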
ASAP1 GAP inh: ASAP1 ArfGAP inhibition. actives 0.19% (n = 360,000). AID 624377. ASAP1-stimulated ARF1 GTP hydrolysis, GDP FP detection. inhibition, % at 16.5 µM. Q9ULH1; in the data active = inhibition above about 25%;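 also: 0% = vehicle with enzyme and substrate and 100% = no enzyme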
PLC-beta3 inh: blocks human PLC-beta3 enzyme activity | Q01970 | Purified PLC-beta3, fluorogenic substrate, fluorescence | inhibition, % at 12.2 µM | actives 0.18% (n = 370,000) | AID 720704; in the data active = inhibition above about 11%;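 also: 0% = median of compound wells on plate and 100% = full blocker control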
* hit, by the source's call; . = not tested or not shown; & = joins results of further samples. Random draw from the library; overall some 3.6% were active at least once.

SMILES	ADAM17 inh	SIAE inh	ADAM10 inh	PLCg1 inh	ARFGAP1 inhibitor	DDE Tn6 FP inh	TDP2 inh	DDE Tn7 FP inh	ASAP1 GAP inh	PLC-beta3 inh
COCCCN1C(=O)C(CC(=O)NCCN2CCOCC2)CC(C(=O)N(C(C)C)C(C)C)=C1C (configuration not stated)	2	-2	4	3	2	6	1	0	0	-1
CC(C)C(c1nnnn1Cc1cccs1)N1CCN(C(=O)c2ccco2)CC1 (configuration not stated)	0	0	4	1	4	-6	2	6	-11	4
Cc1ccc(C)c(NC(=O)CSc2nnc3n2CCCCC3)c1	0	1	5	-15	-2	4	2	0	0	6
CC(C)c1nccn1S(=O)(=O)c1cccc([N+](=O)[O-])c1	0	5	-6	0	-1	8	-2	3	1	-2
Fc1ccc(C2CCCCN2Cc2nc(CC3CC3)no2)cc1 (configuration not stated)	-5	-14	-2	-3	2	-1	3	1	-15	1
COc1cccc2sc(N(CCN(C)C)C(=O)c3ccc4c(c3)CCCC4)nc12	2	9	4	0	1	0	-2	-2	4	-4
COC(CN1CCc2c(C)nc3c(C#N)cnn3c21)OC	-73	-3	-249	-73	8	-1	12	-3	9	-104
NC(=O)c1ccc(N2CCN(S(=O)(=O)c3cccs3)CC2)c([N+](=O)[O-])c1	1	-1	-6	-1	3	5	-8	4	2	-2
Cc1cc(C)n(CC(=O)O)n1	2	1	-13	4	7	-3	1	-7	-3	2
COC(=O)c1ccc(C)c(NS(=O)(=O)c2ccc(OC)cc2)c1	-4	-8	5	1	4	-3	13	11	1	-2

3 of the compounds above, with values ahead of the structure.
ADAM17 inh	SIAE inh	ADAM10 inh	PLCg1 inh	ARFGAP1 inhibitor	DDE Tn6 FP inh	TDP2 inh	DDE Tn7 FP inh	ASAP1 GAP inh	PLC-beta3 inh	molecule
0	5	-6	0	-1	8	-2	3	1	-2	CC(C)c1nccn1S(=O)(=O)c1cccc([N+](=O)[O-])c1
-5	-14	-2	-3	2	-1	3	1	-15	1	Fc1ccc(C2CCCCN2Cc2nc(CC3CC3)no2)cc1 (configuration not stated)
2	9	4	0	1	0	-2	-2	4	-4	COc1cccc2sc(N(CCN(C)C)C(=O)c3ccc4c(c3)CCCC4)nc12

Remaining list, next part.
SMILES	ADAM17 inh	SIAE inh	ADAM10 inh	PLCg1 inh	ARFGAP1 inhibitor	DDE Tn6 FP inh	TDP2 inh	DDE Tn7 FP inh	ASAP1 GAP inh	PLC-beta3 inh
C=CCC[C@H](Cc1ccc(F)cc1)C(=O)OC[C@H](Cc1c[nH]c2ccccc12)NC(=O)[C@H](CC=C)CC(=O)NCCO	9.4*	9	24*	7	-5	3	-8	3	8	2
CC(=O)C1=C(c2ccccc2)NC(=O)NC1c1ccccc1 (configuration not stated)	-2	9	3	3	-4	-1	2	0	11	-8
COc1ccc(CCNS(=O)(=O)c2cn(C)cn2)cc1OC	-1	-2	0	-2	-3	12	-3	0	-9	-13
CC1(C(=O)NS(=O)(=O)c2cccs2)CCN1C(=O)Cc1ccccc1 (configuration not stated)	-2	1	-7	-1	2	-1	3	-2	13	1
O=C(c1cccs1)N1CCN(Cc2cn[nH]c2-c2ccc(F)cc2F)CC1	1	-2	3	3	-3	0	7	4	-5	1
COC(=O)c1[nH]c2ccccc2c1NC(=O)CN1CCCc2ccccc21	2	4	-12	-14	-7	-6	-4	-4	-9	-23
Cn1c(=O)n(C)c2cc(CNC(=O)[C@H]3O[C@@H](n4cnc5c(N)ncnc54)[C@H](O)[C@@H]3O)ccc21	-3	6	-7	3	2	4	4	-7	-4	1
Cc1c(OCC(=O)N[C@H](C(=O)O)c2ccccc2)ccc2c3c(c(=O)oc12)CCCC3	-67	-5	-278	-63	-4	5	1	3	1	-75
CC1(C)Cc2ccccc2-c2nnc(-c3cccnc3)n21	-2	4	2	6	12	3	0	-7	-2	5
CC(CCN1CCC(C(O)(c2ccccc2)c2ccccc2)CC1)Oc1ccc(C#N)cc1F (configuration not stated)	4	2	8	8	.	6	-6	5	.	6
CCCCn1c(N)c(N(CCC(C)C)C(=O)c2ccc(C)c(S(=O)(=O)N3CCOCC3)c2)c(=O)[nH]c1=O	-4	-2	1	3	-13	2	-11	3	-5	-1
O=C(COC(=O)Cc1ccccc1[N+](=O)[O-])NCc1ccccc1Cl	0	-1	3	3	-5	-4	0	-5	9	0
Cc1cc2cc(CN(Cc3cccs3)S(=O)(=O)c3ccc4c(c3)OCCO4)c(=O)[nH]c2cc1C	-3	-2	-9	1	-2	3	-2	3	6	-4
COc1ccccc1NC(=O)COC(=O)CN1C(=O)C(=O)c2ccccc21	-2	1	0	-1	10	3	-1	-2	9	0
CCN(CC(=O)Nc1c(F)cccc1F)C(=O)c1cc([N+](=O)[O-])ccc1N1CCCCC1	1	17	-13	-1	-1	4	-1	2	-5	-6
Cc1ccc(C)c(S(=O)(=O)N2CCN(C(=O)CNC(=O)c3ccc4ccccc4c3)CC2)c1	0	-2	3	-1	-6	0	0	0	-2	-9
CCCn1c(N)c(C(=O)CSc2nc(C)cs2)c(=O)[nH]c1=O	-3	-2	1	2	6	0	6	6	-7	0
Oc1ccc(C=NC2CCCCC2)c(O)c1	-6	5	-4	-12	6	5	-1	9	-2	-20
O=C(CN1C(=O)NC2(CCCc3ccccc32)C1=O)NCCc1ccc(F)cc1 (configuration not stated)	-3	-2	4	1	2	0	6	-14	11	1
O=c1cnn(-c2ccccc2)c(-c2ccccc2)c1	-6	7	2	2	-6	2	0	-5	-3	-2
Cc1ccc(CNC(=O)N2CCN(c3ccc(C)cc3)CC2)cc1	-3	-5	-6	-1	-14	-4	14	-1	-1	-1
O=C(Nc1ccccc1NC(=O)c1csnn1)c1csnn1	4	6	2	5	7	-1	-13	-1	14	1
COC(=O)[C@]12C[C@H](CC(=O)NCCCN3CCCC3=O)C(=O)N(CCC3=CCCCC3)C1=C[C@H](C(C)(C)C)O[C@@H]2C	-2	2	4	1	-9	4	6	4	2	3
O=C(CN1CCCCCC1)NCc1ccccc1	0	10	-2	-1	10	2	3	1	3	2
COc1ccc(N2C(=O)CC(N(CCc3ccccc3)C(=O)c3ccccc3)C2=O)cc1 (configuration not stated)	1	-4	2	-1	6	3	-9	2	-2	-1
O=C(O)C(c1ccccc1)N1C(=O)/C(=C/c2cccs2)SC1=S (configuration not stated)	-1	1	1	0	-24	4	15	0	-1	-8
CCn1c(SCC(=O)Nc2oc(-c3ccccc3)c(-c3ccccc3)c2C#N)nnc1-c1ccco1	2	-7	12	-11	-7	-13	-8	2	5	-19
Cc1cccc(NC(=S)N(Cc2ccco2)C(C)c2cccs2)c1 (configuration not stated)	-1	1	-7	3	-2	1	17	-8	-6	-3
CC(C)CN(C(=O)COC(=O)CCN1C(=O)c2ccccc2C1=O)C1CCS(=O)(=O)C1 (configuration not stated)	-9	-1	8	1	-3	-7	6	11	-2	0
Cc1ccc(NC(=S)N2CCN(S(C)(=O)=O)CC2)cc1	0	-5	7	2	1	-7	1	-4	13	-2
Cc1ccccc1CNC(=O)c1ccccc1N(C)S(=O)(=O)c1ccccc1	3	7	5	5	-3	2	10	0	9	-2
Cc1ccc(S(=O)(=O)c2c(C)cc(C)nc2N2CCCCC2)cc1	-2	-8	2	-2	-2	-1	0	2	-2	3
CCOc1ccc(Cl)cc1-c1cc(C(=O)Nc2ccc(OC)cc2OC)[nH]n1	-1	-10	-3	2	60*	3	-4	0	14	2
Cc1ccc(-n2[nH]c(C)c(C=Nc3ccc(S(=O)(=O)Nc4nc(C)cc(C)n4)cc3)c2=O)c(C)c1	1	-5	3	-1	-1	2	-1	-2	3	-1
CC(C)N(CCNC(=O)c1ccc(OCC2CCCO2)cc1)C(C)C (configuration not stated)	3	0	3	3	4	4	9	2	-4	-7
COc1ccc(-c2nc(C#N)c(NCc3ccccc3Cl)o2)cc1OC	-37	-4	-117	-119	-1	2	-10	-2	2	-125
CS(=O)(=O)N(CC(=O)Nc1cccc([N+](=O)[O-])c1)c1ccccc1F	-1	-1	1	0	4	3	7	-2	4	3
CC(=O)c1sc2c(c1OC(=O)c1ccccc1)c(=O)n(-c1ccccc1)c(=S)n2-c1ccccc1	7	-2	-4	-1	-1	-3	-6	0	1	5
CCOc1ccc(Br)cc1C1=CC(=O)C[C@H](c2ccc(OC)cc2)C1	-2	-1	2	-9	8	-4	14	0	5	-14
O=C(Cn1c(-c2ccccc2)c[n+]2ccsc12)c1ccc(Br)cc1	1	1	-3	-2	1	-5	-9	-2	5	4
CCN(CC)C(=O)c1[nH]cnc1C(=O)Nc1ccccc1	-5	5	8	1	-6	-5	3	5	-8	-1
CCOC(=O)CSC1=C(C#N)C(C)C2=C(CCCC2=O)N1 (configuration not stated)	-3	5	-5	-2	10	-3	2	3	-1	3
Cc1cc(C)nc(Nc2n[nH]c(-c3ccccc3Br)n2)n1	-2	-4	0	1	-2	2	10	-7	10	3
COc1ccc(C2c3[nH]c4ccccc4c3CCN2CCCn2cccn2)c(C)c1C (configuration not stated)	-81	-4	-227	-307	-14	2	-6	5	7	-350
O=C(CSC1=NCCS1)NC1CCCCC1	-5	-2	-7	2	4	7	6	1	8	1
CC(C)(C)c1ccc(C(=O)NCCC(=O)NCc2ccco2)cc1	-2	2	1	3	7	4	3	-3	-7	-3
COc1ccc(S(=O)(=O)n2nc(OC(=O)c3cccs3)cc2NC(=O)c2cccs2)cc1	1	-18	6	0	2	9	-6	-4	9	3
CCCN(CC(=O)Nc1ccc(C(C)=O)cc1)CC(=O)Nc1ccccc1C	4	7	0	4	-7	-2	10	-2	12	1
Cc1cc(C)n(-c2nc(N(C)C)nc(N(C)C)n2)n1	-4	-9	-4	0	12	-4	-10	-3	-7	1
CC1CC(C)CN(S(=O)(=O)c2cccc3nonc23)C1 (configuration not stated)	1	-10	-8	-2	10	-6	0	-6	9	-5
Following part
SMILES	ADAM17 inh	SIAE inh	ADAM10 inh	PLCg1 inh	ARFGAP1 inhibitor	DDE Tn6 FP inh	TDP2 inh	DDE Tn7 FP inh	ASAP1 GAP inh	PLC-beta3 inh
COc1ccc(C(C#N)=Cc2ccc(N(C)CCC#N)cc2)cc1	3	-3	1	-22	1	-6	5	-4	-2	-40
COc1ccc2oc(C(=O)OCC(=O)Nc3cccc(S(=O)(=O)N4CCOCC4)c3)c(C)c2c1	-44	-38	-134	-106	6	-14	8	5	3	-102
CS(=O)(=O)N1CCN(C(=O)c2ccc(-c3ccccc3)cc2)CC1	0	4	-8	5	-2	12	5	-3	-11	-2
O=[N+]([O-])c1ccc(COP(=O)(O)OCc2ccc([N+](=O)[O-])cc2)cc1	3&-3	-5&5	2&-3	0&1	-11&-3	-5&-1	-6&7	5&-1	6&4	-5&-3

Compound activity: PubChem, The Scripps Research Institute Molecular Screening Center
